SENP1 inh: inhibitors of human SENP1 SUMO protease catalytic domain; inhibition, % at 10 µM; Q9P0U3; 0.21% of 360,000 active; recombinant SENP1 catalytic domain, CyPet-SUMO1-YPet FRET cleavage; AID 624204;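 active means inhibition at least 30% at 10 µM, raw YFP signal under a set limit, fluorescence ratio 0.5 to 1.5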;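 further: 0% = enzyme with DMSO and 100% = no enzyme wells; some results filed as inactive read as strong as hits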
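system = hSENP1 catalytic domain, recombinant | reagent = SFCypet-SUMO1-SFYpet substrate at 25 nM | doses = one dose per compound, 10 µM, 0.5% DMSO | incubation = enzyme reaction for 50 min at room temperature, dark | measured by = FRET, CFP and YFP emission | controls = no-enzyme low, enzyme-DMSO high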
Apaf-1 inh: inhibitors of human Apaf-1 apoptosome. reconstituted apoptosome caspase-3 activity, DEVD-Rh110 fluorescence. inhibition, % at 20 µM. O14727. AID 489030. 0.71% of 330,000 active; active means inhibition of at least 40% at 20 µM;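 further: plate controls were DMSO wells for no effect and DEVD-CHO caspase inhibitor wells for full effect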
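System: reconstituted apoptosome with Apaf-1, cytochrome c, caspase-9, procaspase-3, dATP; Signal: Rh110 fluorescence intensity; Schedule: 30 min compound preincubation, 50 min activation, room temperature; Reagent: cytochrome c trigger plus (Z-DEVD)2-Rh110 caspase-3 substrate.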
SENP7 inh: blocks the human protease SENP7; recombinant SENP7, Z-RLRGG-aminoluciferin luminescence, 40 min; inhibition, % at 5 µM; 1.5% of 330,000 active; AID 434973;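 active means inhibition above about 50% at the single test dose, limit read from the data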;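 further: plate controls were DMSO with enzyme for no effect and no enzyme buffer wells for full effect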
Target sequence (Q9BQF6 706-1050 limits assumed): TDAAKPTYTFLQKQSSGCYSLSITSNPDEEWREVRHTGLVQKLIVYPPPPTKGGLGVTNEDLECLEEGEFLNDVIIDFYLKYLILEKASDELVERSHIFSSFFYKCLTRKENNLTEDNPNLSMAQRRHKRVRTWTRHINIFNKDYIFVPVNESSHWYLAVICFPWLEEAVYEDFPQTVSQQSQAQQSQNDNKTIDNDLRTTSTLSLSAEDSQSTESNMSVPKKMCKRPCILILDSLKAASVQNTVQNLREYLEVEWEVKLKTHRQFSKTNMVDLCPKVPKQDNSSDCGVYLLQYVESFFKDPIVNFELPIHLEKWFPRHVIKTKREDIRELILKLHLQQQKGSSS
SENP8 block-1: inhibitors of human SENP8 protease; Q96LD8; recombinant SENP8, Nedd8 substrate fluorescence; inhibition, % at 20 µM; 0.64% of 360,000 active; AID 602440; in the data active means inhibition mostly above about 40%, no sharp cut-off; inactive means mostly below about 27%
SENP8 block-2: SENP8 protease inhibition; 1.2% of 330,000 active; inhibition, % at 10 µM; purified SENP8, Z-RLRGG-aminoluciferin cleavage, luminescence; AID 2540; Q96LD8; in the data active means inhibition above about 50%
UBC13 polyUb: blocks human UBC13 polyubiquitin chain formation | P61088 | TR-FRET | inhibition, % at 20 µM | 0.47% of 330,000 active | AID 485273; in the data active means inhibition above about 45%, passing the limit was not always enough
Target sequence (P61088 whole entry, looked up): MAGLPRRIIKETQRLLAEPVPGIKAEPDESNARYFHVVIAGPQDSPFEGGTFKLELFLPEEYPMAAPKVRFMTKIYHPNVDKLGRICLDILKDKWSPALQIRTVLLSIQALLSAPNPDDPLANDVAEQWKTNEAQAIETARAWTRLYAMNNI
SENP6 block: blocks the human protease SENP6; Q9GZR1; Recombinant SENP6 catalytic domain, aminoluciferin luminescence; inhibition, % at 10 µM; 1.8% of 330,000 active; AID 2599;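 active means inhibition above about 50% at the single tested dose, limit read from the data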;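 further: plate controls were DMSO wells with enzyme for no effect and DMSO wells lacking enzyme for full effect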
A3G deaminase: inhibitors of human APOBEC3G DNA deaminase; 0.28% of 330,000 active; inhibition, % at 20 µM; recombinant A3G, ssDNA deamination FAM/TAMRA fluorescence; Q9HC16;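 active means inhibition of at least 40% at 20 µM, with no more than 30% in the related APOBEC3A deaminase screen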;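 further: plate controls were DMSO wells with A3G for no effect and wells lacking A3G enzyme for full effect; some compounds called inactive have numbers as strong as hits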
Target sequence (Q9HC16 whole entry, looked up): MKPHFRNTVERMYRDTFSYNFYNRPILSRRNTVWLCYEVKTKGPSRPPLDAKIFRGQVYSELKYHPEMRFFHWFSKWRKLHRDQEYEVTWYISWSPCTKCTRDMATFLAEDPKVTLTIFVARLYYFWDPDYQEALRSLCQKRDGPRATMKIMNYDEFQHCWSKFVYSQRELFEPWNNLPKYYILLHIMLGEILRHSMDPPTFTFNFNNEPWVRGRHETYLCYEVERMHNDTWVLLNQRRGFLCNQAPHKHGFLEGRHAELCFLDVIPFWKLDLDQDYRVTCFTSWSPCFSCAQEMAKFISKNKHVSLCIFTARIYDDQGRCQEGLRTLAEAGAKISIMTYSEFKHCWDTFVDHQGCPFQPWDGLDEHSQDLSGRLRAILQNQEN
The depositor's hits bear a star; . = not tested or not shown.

SMILES | SENP1 inh | Apaf-1 inh | SENP7 inh | SENP8 block-1 | SENP8 block-2 | UBC13 polyUb | SENP6 block | A3G deaminase
Cc1nnc(NC(=O)c2ccc(C)c(S(=O)(=O)N3CCCCCC3)c2)s1 | 1 | 11 | -6 | 30 | -2 | -10 | -6 | -5
O=C(Cn1cnc(S(=O)(=O)N2CCCCC2)c1)Nc1ccc(OC(F)(F)F)cc1 | 0 | 20 | -8 | 4 | -9 | -1 | -13 | -7
CCCC(=O)NC1C2CC3CC(C2)CC1C3 (configuration not stated) | 0 | -9 | 3 | 9 | 8 | 0 | -50 | -5
CCC(NS(=O)(=O)c1ccc(OC)cc1)C(=O)NCCc1ccccc1 (configuration not stated) | 0 | 0 | -7 | 16 | 11 | -3 | 2 | -6
Cc1ccc(N(CC(=O)NC2CCCCC2C)S(=O)(=O)c2c(C)noc2C)cc1 (configuration not stated) | 3 | 12 | 4 | 14 | -4 | -8 | -19 | 4
CC(C)(C)c1ccc(C(=O)N/C(=C\c2cccs2)C(=O)NCc2ccco2)cc1 | 3 | 23 | -6 | 16 | -7 | -28 | -19 | -4
CSc1cccc(N2CC(C(=O)Nc3ccccc3N3CCCC3)CC2=O)c1 (configuration not stated) | -1 | 15 | 7 | 10 | 4 | 1 | -5 | -2
CCN1CCN(c2ccc(S(=O)(=O)N3CCOCC3)cc2NC(=O)CC(C)C)CC1 | -1 | 50* | 7 | -1 | 5 | 25 | -4 | 2
Cc1ccsc1C(=O)OCC(=O)N1CCc2ccccc2C1 | 0 | -8 | 2 | 3 | -2 | 19 | -17 | -5
COc1ccc(-n2c(Cc3cccs3)nnc2SCC(=O)Nc2ccc3c(c2)OCCO3)cc1 | -2 | 19 | -4 | 3 | -9 | 2 | -10 | 1
Cc1ccc(S(=O)(=O)NC(C)c2ccccc2)cc1[N+](=O)[O-] (configuration not stated) | -2 | -15 | -3 | 23 | 7 | 2 | -10 | -8
OCCCNC(c1ccccc1)c1ccc(O)cc1 (configuration not stated) | 1 | -11 | -2 | 20 | 7 | 4 | 5 | -8
Cc1ccc(NC2=C(Cl)C(=O)OC2OC(=O)c2ccco2)c(C)c1 (configuration not stated) | 3 | 13 | -10 | 12 | -14 | -16 | -7 | -5
O=C(Nc1ccnc(=O)[nH]1)c1sc2ccccc2c1Cl | -3 | -21 | 54* | -78 | 52* | 29 | 74* | -7
CCc1nn(-c2cc(Oc3cccc4ccccc34)nc(-c3ccccc3)n2)c(N)c1C#N | 2 | 13 | -3 | 14 | -7 | -28 | -8 | 4
COc1ccc(CN(C(=O)c2oc3ccccc3c2C)C2CCS(=O)(=O)C2)cc1OC (configuration not stated) | 1 | 12 | 6 | 24 | -9 | 2 | -11 | -7
COc1ccccc1NS(=O)(=O)c1cc(C(=O)NCc2ccco2)ccc1C | -5 | 17 | 12 | 0 | 3 | 12 | 4 | 1
COc1cccc(N2CCN(CC(=O)Nc3ccnn3C3CCCC3)CC2)c1 | 0 | 5 | -5 | 0 | -15 | -10 | -7 | -6
COc1ccc(-c2cc(C(=O)Nc3sc4c(c3C#N)CCCC4)c3ccccc3n2)cc1OC | 0 | 8 | 3 | -61 | 1 | 1 | 8 | -1
CCOC(=O)CN1N=C(c2ccc(Cl)s2)CSC1=O | 1 | 18 | -3 | 28 | -9 | -8 | -9 | -7
Cn1ncc(Br)c1C(=O)N1CCCC1 | 0 | -8 | -3 | 6 | 1 | 4 | 15 | -7
O=C(CN1CCN(C(=O)C2CCCO2)CC1)Nc1c(Cl)cccc1Cl (configuration not stated) | 0 | -20 | -5 | 2 | 1 | -1 | 11 | -4
Cc1cc(NC(=O)c2cc(-c3cccs3)on2)nn1Cc1ccc(Cl)cc1 | -1 | 20 | -18 | 6 | -16 | 2 | -11 | -6
CCOC(=O)c1c(NC(=O)c2cccnc2)sc(C(C)=O)c1C | -15 | 6 | 2 | -57 | -3 | 9 | -6 | -4
O=C(Cn1cnc2ccccc2c1=O)Nc1ccccc1N1CCOCC1 | 1 | -8 | -4 | -4 | -7 | 12 | -11 | -21
Following part:
SMILES | SENP1 inh | Apaf-1 inh | SENP7 inh | SENP8 block-1 | SENP8 block-2 | UBC13 polyUb | SENP6 block | A3G deaminase
NS(=O)(=O)c1ccc(CCNC(=O)CN2CCN(S(=O)(=O)c3ccccc3F)CC2)cc1 | 3 | -6 | 1 | 7 | 10 | 9 | 20 | -6
COc1ccc(NC(=O)CSc2nnc(C3CC3)n2-c2ccccc2)cc1 | 1 | -11 | 2 | -4 | 3 | 7 | -20 | -9
COc1ccccc1NC(=O)CSc1nc(O)c(Cc2ccccc2)c(=O)[nH]1 | -1 | -28 | -2 | 6 | 2 | 2 | 4 | -9
CCCc1cc(=O)[nH]c2nnc(SCC(=O)Nc3nccs3)n12 | 0 | 3 | 1 | 0 | 12 | 3 | -4 | 0
COc1ccc(/C=C/C(=O)O)cc1S(=O)(=O)N1CCc2ccccc21 | -1 | -2 | -6 | 9 | -1 | -2 | -4 | -7
Cc1ccc(-n2nnnc2SCC(=O)NC2CC2)cc1C | 1 | 7 | 4 | 3 | 1 | 0 | -3 | 12
Cc1ccc2nc(C)cc(C(=O)OCC(=O)Nc3cccnc3Cl)c2c1 | 6 | -1 | 2 | -320 | -2 | 7 | 18 | 1
Cc1ccc(Cn2nnc(C(=O)Nc3cc(C)ccc3C)c2N)cc1 | -2 | 24 | -8 | 3 | -9 | -25 | 7 | -2
NC(=O)c1nsc(C(=O)N(c2ccc(F)cc2)C(C(=O)NC2CCCC2)c2ccncc2)c1N (configuration not stated) | -24 | 4 | 7 | -336 | -2 | 13 | -19 | -1
O=C(CCNS(=O)(=O)c1ccccc1F)N1CCN(S(=O)(=O)c2cccc(F)c2)CC1 | 1 | 5 | -5 | 1 | -6 | 0 | -9 | -6
CCNC(=O)Cc1ccc(S(=O)(=O)N2CCOCC2)s1 | -12 | -11 | -2 | -9 | 5 | -3 | 10 | -6
O/N=C(\c1ccccc1)C(O)c1ccccc1 (configuration not stated) | 2 | -3 | -2 | 6 | 3 | 6 | 26 | -12
CCOC(=O)[C@H]1[C@H]2COc3ccc(C)cc3[C@@H]2N2C(=O)c3cc(Br)ccc3NC(=O)[C@@]12C | -1 | 18 | -6 | 13 | 1 | 1 | -7 | 0
CCCOc1ccc(N2C(=O)CC(SCCN)C2=O)cc1 (configuration not stated) | 1 | 14 | 21 | 7 | -9 | -3 | 24 | 4
CC(C)[C@@H](CO)NS(=O)(=O)c1ccc(Br)cc1F | 1 | 15 | 2 | 1 | . | . | . | 3
CCOC(=O)C1(Cc2cccc(OC)c2)CCN(C2CCOCC2)CC1 | -1 | -5 | -2 | 6 | 9 | 8 | -18 | -7
COc1cc(C(=O)NC2CCCc3ccccc32)cc(OC)c1OC (configuration not stated) | -1 | 6 | 2 | 10 | -1 | -6 | -16 | -5
CCC(C)NS(=O)(=O)c1ccc(S(=O)(=O)N(CC(=O)Nc2ccccc2)CC2CCCO2)cc1 (configuration not stated) | 0 | 12 | -3 | 10 | -13 | -5 | -9 | -8
C=Cn1cc[n+](CC(=O)c2ccc(Br)cc2)c1 | 2 | -5 | -3 | 14 | 0 | 0 | 0 | -6
COc1cccc(-c2nn(-c3ccc(C)cc3)cc2C(=O)N(C)CC(=O)Nc2cccc(F)c2)c1 | 2 | 8 | 0 | 7 | 3 | -1 | -10 | -5
CN(Cc1ccccc1)S(=O)(=O)c1ccc(NS(C)(=O)=O)cc1 | 1 | -4 | 1 | 3 | -6 | 0 | 0 | -1
CCCCNC(=O)c1cc(C)no1 | -2 | 9 | 5 | 21 | -1 | 2 | -12 | 0
Cc1cnc(NC(=O)CC2CCCC2)s1 | 0 | 0 | 2 | 3 | -11 | 13 | -4 | -9
O=C(c1ccc(N2C(=O)C3C4CC(C(Br)C4Br)C3C2=O)cc1)N1CCCCC1 (configuration not stated) | 2 | 12 | 5 | 5 | 5 | 2 | -3 | -6
Cc1ccc(CNC(=O)C2CCN(S(=O)(=O)c3c(C)noc3/C=C/N(C)C)CC2)cc1 | 1 | 4 | -5 | 5 | 1 | -6 | 5 | -1
(list continues)
SMILES | SENP1 inh | Apaf-1 inh | SENP7 inh | SENP8 block-1 | SENP8 block-2 | UBC13 polyUb | SENP6 block | A3G deaminase
COc1ccc(Cl)cc1NC(=O)C12CCC(C)(C(=O)O1)C2(C)C (configuration not stated) | 1 | -6 | 10 | 12 | 2 | 9 | -4 | -1
COC(=O)c1c(SCc2ccc(C#N)cc2)nc(=O)[nH]c1C | -20 | 12 | -3 | -1 | -3 | -7 | -32 | -1
CCCCC(=O)Nc1ccc2c(c1)nc(CN1CCN(C(=O)OCC)CC1)n2C | -4 | 3 | 1 | 18 | 1 | -2 | 14 | 2
Cc1cc(=O)oc2cc(OCC3CC(c4ccc(Br)cc4)=NO3)ccc12 (configuration not stated) | -2 | 19 | -2 | -178 | -8 | 8 | -16 | -6
O=C1CCC(/C=C/c2ccccc2)=NN1Cc1ccccc1Cl | 1 | 19 | 9 | -1 | -6 | -10 | 5 | 2
CC(C(=O)NN=C(c1ccccc1)c1ccccc1)N1CCOCC1 (configuration not stated) | 0 | -1 | -6 | 4 | -5 | 13 | -13 | -5
O=C(COC(=O)c1ccncc1)Nc1ccc2c(c1)OCO2 | -4 | -8 | -10 | 10 | 8 | -15 | 22 | -2
C[C@H](CO)N1C[C@H](C)[C@@H](CN(C)C(=O)Nc2ccccc2)Oc2ccc(NC(=O)C3CC3)cc2C1=O | -1 | 4 | 8 | 18 | -1 | 1 | -5 | -1
COc1ccc(-c2cc(C(=O)Nc3ccc(C)c(N)c3)c3ccccc3n2)cc1 | 1 | 6 | -22 | -6 | -9 | -3 | -22 | 2
COc1ccc(C2(C)NC(=O)N(CC(=O)NCC(=O)Nc3ccc(F)c(F)c3F)C2=O)cc1OC (configuration not stated) | 4 | -4 | -12 | -1 | -13 | -8 | -18 | -8
COC(=O)[C@@H](C)NC(=O)c1ccc2oc(CCc3ccccc3)nc2c1 | 0 | 2 | 10 | 5 | 1 | 3 | 12 | -5
CN=C1c2c(-c3ccccc3)c3cc(OC)ccc3n2CCN1C | 21 | 6 | -2 | -337 | -1 | 7 | 3 | -8
Cc1ncc(CN2CCC(CO)(CCOc3ccccc3)CC2)s1 | -2 | 0 | -23 | 9 | -9 | -5 | -10 | -5
CC(NC(=O)C[n+]1cccc(Br)c1)c1ccccc1 (configuration not stated) | 1 | -2 | -1 | 19 | -8 | 5 | -5 | -7
CCOc1cccc(=O)c2c(C)n(-c3ccc(C(=O)O)cc3)c(C)c12 | 11 | 8 | 5 | -6 | 4 | 2 | -6 | 74

An excerpt from above in order of heavy-atom count, rising:
SMILES | SENP1 inh | Apaf-1 inh | SENP7 inh | SENP8 block-1 | SENP8 block-2 | UBC13 polyUb | SENP6 block | A3G deaminase
COC(=O)c1c(SCc2ccc(C#N)cc2)nc(=O)[nH]c1C | -20 | 12 | -3 | -1 | -3 | -7 | -32 | -1
O=C1CCC(/C=C/c2ccccc2)=NN1Cc1ccccc1Cl | 1 | 19 | 9 | -1 | -6 | -10 | 5 | 2
Cc1ncc(CN2CCC(CO)(CCOc3ccccc3)CC2)s1 | -2 | 0 | -23 | 9 | -9 | -5 | -10 | -5
CCOc1cccc(=O)c2c(C)n(-c3ccc(C(=O)O)cc3)c(C)c12 | 11 | 8 | 5 | -6 | 4 | 2 | -6 | 74
CCCCC(=O)Nc1ccc2c(c1)nc(CN1CCN(C(=O)OCC)CC1)n2C | -4 | 3 | 1 | 18 | 1 | -2 | 14 | 2
COc1ccc(C2(C)NC(=O)N(CC(=O)NCC(=O)Nc3ccc(F)c(F)c3F)C2=O)cc1OC (configuration not stated) | 4 | -4 | -12 | -1 | -13 | -8 | -18 | -8
C[C@H](CO)N1C[C@H](C)[C@@H](CN(C)C(=O)Nc2ccccc2)Oc2ccc(NC(=O)C3CC3)cc2C1=O | -1 | 4 | 8 | 18 | -1 | 1 | -5 | -1
